KCNH2 WT inh: KCNH2 (human, wildtype) channel inhibition | Q12809 | AID 720551 | U2OS, BacMam KCNH2, thallium flux FluxOr; active compounds read low | activity change, % at 1.84 µM | hit rate 0.37% among 340,000;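 active = maximum activity change below -70%; inconclusive = maximum activity change between -70% and -50%; inactive = maximum activity change above -50%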; also: % is scaled to controls: 0 for no effect and ±100 for the full control effect
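U2OS cells transduced with wild-type KCNH2 virus are loaded with FluxOr dye for 45 min, and thallium flux is measured in kinetic reads before and after stimulation buffer. Rate constants are normalized to DMSO controls.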
TSHR antag: blocks TSH signaling through the human TSH receptor; P16473; TSHR-expressing cells, TSH-stimulated cAMP HTRF, 2 h; active compounds read low; activity change, negative = inhibition, % at 11.5 µM; hit rate 0.2% among 330,000;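 active = activity change below a set negative limit, meaning inhibition stronger than a set level, cut at about -70% in these data; inconclusive = activity change between two set negative limits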; also: % is scaled to controls: 0 for no effect and ±100 for the full control effect
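TSHR-expressing cells were treated with compounds, then stimulated with TSH at EC80 (4nM final) for 2 hours at 37 deg C. Cellular cAMP was measured by HTRF competition between lysate cAMP and cAMP-d2 for a cryptate-labelled anti-cAMP antibody.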
BCR signal inh: blocks chronic active B-cell receptor signaling | ABC-DLBCL IkBa-CBG/CBR reporter, luminescence ratio, 4 h | Potency, µM (highest dose often 46.1 µM), without a hit: top-dose ratio change, negative = lower green/red ratio, most hits filed as inhibitors | hit rate 0.05% among 340,000 | AID 493014; active = well fitted inhibition curve with a large enough effect in the signal ratio, with a control signal flat, not every such curve was filed as active; inconclusive = small, poorly fitted or top-dose-only effect, or effect the other way, or a change in a side signal; the % refers to the signal ratio;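 also: potency is read from the fitted curve at half-maximal effect; plate controls were basal doxycycline-induced cells for no effect and cells given 10 µM MG132 for full effect; MG132 reads +100%, hits lower the ratio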
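TMD8 human ABC-DLBCL cells with doxycycline-inducible IκBα–green luciferase fusion and unfused red luciferase, in 0.5% FBS medium; compounds up to 46 uM, 4 h at 37C. Green/red luminescence ratio, filter-overlap corrected, fitted to concentration-response curves.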
CXXC DNA block: blocks binding of human MLL CXXC domain to DNA. AID 2662. hit rate 0.037% among 290,000. MLL-CXXC / FITC-HOXA9 DNA fluorescence polarization. Q03164. Potency, µM (series often up to 115 µM), for inactives: at the top dose activity change, negative = inhibition, usual class: inhibitors; active = well fitted inhibition curve with a large enough effect in the polarisation, with a control signal flat, not every such curve was filed as active; inconclusive = small, poorly fitted or top-dose-only effect, or effect the other way, or a change in a side signal; inactive = no such curve, though single readings can be large or run the other way; the % refers to the polarisation; also: potency is read from the fitted curve at half-maximal effect
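Steps: dispense CXXC domain solution (7 uM) → pin compounds or unlabeled HOX-A9 DNA control → 5 min ambient → add FLSN-HOX-A9 solution (50 nM) → spin → 30 min ambient → fluorescence polarization. Tris pH 7.5/NaCl/DTT/BSA buffer.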
AT treatment: potential ataxia-telangiectasia treatment; […] A-T fibroblasts, KAP-1 phosphorylation AlphaLISA; neocarzinostatin DNA damage 30 min before lysis; Potency, µM (titrated, usually from 57.5 µM), without a hit: at the top dose activation, usual class: activators; hit rate 0.19% among 320,000; also: potency is read from the fitted curve at half-maximal effect; % of control where 0% means no effect; nearly all actives have a fitted effect of over 45% in size
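ATM-like activity read as KAP-1 phosphorylation via AlphaLISA donor/acceptor antibody pairs after lysis and 6 hr at 25C. Cells were ATM-null patient fibroblasts ([…], hTERT), dosed 60 min, then exposed to the DSB inducer NCS for 30 min.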
TCR activator: activators of T cell receptors; 330,000 tested, under 10 active; primary human leukocytes, anti-CD3, IL-2 HTRF, 48 h; Potency, µM (top dose mostly 9.22 µM), without a hit: at the highest dose activation of IL-2 secretion, most hits filed as activators; also: % of control where 0% means no effect
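Primary human leukocytes receive a-CD3 beads and test compound and are incubated 48 hr. Secreted IL-2 is then assayed by HTRF, measuring 665nm acceptor emission after 320nm excitation of the europium donor.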
GALK inhibitor: galactokinase (human) inhibition; Potency, µM (series often up to 57.5 µM), for inactives: at the highest dose activity change, negative = inhibition, most hits filed as inhibitors; AID 1868; hit rate 0.007% among 270,000; Purified GALK, Kinase-Glo residual ATP luminescence; also: potency is read from the fitted curve at half-maximal effect; % is scaled to controls: 0 for no effect and ±100 for the full control effect
Target sequence (P51570 whole entry, looked up): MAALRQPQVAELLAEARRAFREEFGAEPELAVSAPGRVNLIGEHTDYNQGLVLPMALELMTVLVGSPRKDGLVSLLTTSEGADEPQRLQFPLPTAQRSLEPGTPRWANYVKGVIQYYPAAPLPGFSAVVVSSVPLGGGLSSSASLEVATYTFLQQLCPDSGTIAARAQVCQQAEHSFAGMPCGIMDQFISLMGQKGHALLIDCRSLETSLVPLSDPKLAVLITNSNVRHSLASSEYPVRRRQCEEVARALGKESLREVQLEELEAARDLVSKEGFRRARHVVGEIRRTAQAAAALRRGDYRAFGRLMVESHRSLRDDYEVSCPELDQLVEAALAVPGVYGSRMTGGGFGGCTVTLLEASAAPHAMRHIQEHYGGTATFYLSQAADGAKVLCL
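Quantitative HTS: GALK 5 nM, ATP 35 uM, galactose 100 uM, 1 h room temperature, then luciferase-based ATP detection.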
Tb PFK block: blocks T. brucei phosphofructokinase; T. brucei PFK, ADP-Glo luminescence; Potency, µM (top dose mostly 57.5 µM), for inactives: top-dose activity, negative = inhibition, actives largely listed as inhibitors; hit rate 0.17% among 330,000;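 also: potency is read from the fitted curve at half-maximal effect; 0% = uninhibited 1x PFK enzyme wells and -100% = no-enzyme wells; nearly all actives have a fitted effect of over 60% in size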
Target sequence (O15648 whole entry, looked up): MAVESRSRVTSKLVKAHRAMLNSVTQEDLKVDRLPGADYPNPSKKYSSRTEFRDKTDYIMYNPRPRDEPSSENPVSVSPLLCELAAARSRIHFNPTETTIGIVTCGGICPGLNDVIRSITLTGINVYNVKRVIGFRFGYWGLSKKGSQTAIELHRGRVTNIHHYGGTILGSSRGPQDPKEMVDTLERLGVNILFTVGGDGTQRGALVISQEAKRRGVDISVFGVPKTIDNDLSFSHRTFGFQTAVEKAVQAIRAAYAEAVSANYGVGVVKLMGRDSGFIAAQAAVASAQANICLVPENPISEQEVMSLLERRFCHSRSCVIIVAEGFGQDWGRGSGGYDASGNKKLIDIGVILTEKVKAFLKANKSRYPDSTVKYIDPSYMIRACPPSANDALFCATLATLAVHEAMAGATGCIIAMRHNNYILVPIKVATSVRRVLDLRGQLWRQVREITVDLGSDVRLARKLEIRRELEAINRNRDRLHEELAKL
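1.25 nM PFK with 0.5 mM F6P and 0.1 mM ATP in 0.1 M TEA pH 8.0, 5 mM MgCl2, incubated 45 min at room temperature; ADP measured by ADP-Glo luminescence; compounds titrated up to 57 uM.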
FBPA coupling cs: coupling enzyme interference in Giardia aldolase counter-screen; activity change, negative = inhibition, % at 58.2 µM, hits read low; AID 2472; hit rate 0.67% among 290,000; coupling enzyme system counterscreen, AmpLite Red fluorescence; in the data active = activity change below about -30%; also: % is scaled to controls: 0 for no effect and ±100 for the full control effect
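Activity here indicates interference with the coupling reaction, not aldolase inhibition. Compounds at 57.5 uM final met coupling enzymes for 10 min at RT; substrate and AmpLite Red detection followed, with a 525/598 nm fluorescence read after 20 min.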
Giardia kill: Giardia lamblia killing; Giardia lamblia trophozoite viability; activity change, % at 7.66 µM, hits read low; hit rate 0.15% among 340,000; AID 540267; in the data active = activity change below about -80%; inconclusive = between about -30% and that limit;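 also: parasites exposed to compound for two days anaerobically before the ATP read; % is scaled to controls: 0 for no effect and ±100 for the full control effect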
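Trophozoites 100 cells/well + cpd; 48 hrs, 37 deg C, anaerobic. ATPLite 1-Step added, 15-30 min RT, luminescence read (ATP-based viability).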
An asterisk follows results filed as active; [ ] = another dose, or the depositor's remark. Unless noted, calls follow the shape of the dose curve; as a rule, active = well fitted curve in the direction sought with a large enough effect; inconclusive = small, poorly fitted or top-dose-only effect, or another doubt; inactive = no such curve, though single readings can be large; an effect the other way counts as inactive or inconclusive.

Results for COCCn1c(C)cc(C(=O)COC(=O)c2cncc(Br)c2)c1C ?
KCNH2 WT inh: -2; TSHR antag: -1; BCR signal inh: 0%; CXXC DNA block: -2%; AT treatment: -10%; TCR activator: -1%[46.1 µM]; GALK inhibitor: 0%; Tb PFK block: 2%; FBPA coupling cs: 2; Giardia kill: 9

What do the screens show for `Cn1c(-c2ccc(Br)cc2)cnc1NCc1ccc(C#N)cc1`?
KCNH2 WT inh: 36; TSHR antag: 7; BCR signal inh: -1%; CXXC DNA block: 20%; AT treatment: 9%; TCR activator: 3%; GALK inhibitor: -5%; Tb PFK block: 0%; FBPA coupling cs: 0; Giardia kill: 1

Results for COc1ccc(CCNC(=O)C2CCCN(S(=O)(=O)c3cccc4nonc34)C2)cc1OC (stereo not drawn) ?
KCNH2 WT inh: -3; CXXC DNA block: 0%; TCR activator: -1%; GALK inhibitor: 4%; FBPA coupling cs: 4; Giardia kill: -5

What do the screens show for `CCCc1nnc(NC(=O)CCC(=O)NC2CCCC2)s1`?
KCNH2 WT inh: -13; TSHR antag: 8; BCR signal inh: inconclusive; CXXC DNA block: 16%; AT treatment: 7%; TCR activator: -5%; GALK inhibitor: -1%; Tb PFK block: -4%; Giardia kill: 13

How did COc1ccc(N2CCN(S(=O)(=O)CCNC(=O)/C=C/c3ccccc3)CC2)cc1 do in these assays?
KCNH2 WT inh: 13; TSHR antag: 13; BCR signal inh: 7%; AT treatment: 2%; TCR activator: -7%; Tb PFK block: -2%; Giardia kill: -3

How did Cc1cc(S(=O)(=O)NCc2ccccn2)c(Cl)cc1Cl do in these assays?
KCNH2 WT inh: 7; TSHR antag: -11; BCR signal inh: -2%; CXXC DNA block: 1%; AT treatment: 1%; TCR activator: 3%; GALK inhibitor: 5%; Tb PFK block: -11%; FBPA coupling cs: -4; Giardia kill: 11

Results for COc1cc(NC(=O)CSc2nc(=O)n(CCN3CCOCC3)c3c2CCCC3)cc(OC)c1 ?
KCNH2 WT inh: -3; TSHR antag: -7; BCR signal inh: -8%; AT treatment: -3%; TCR activator: 0%; Tb PFK block: 0%; Giardia kill: 29

Results for C/C(=C\C(=O)c1cccnc1)Nc1ccc(C(=O)O)cc1 ?
KCNH2 WT inh: 1; TSHR antag: -4; BCR signal inh: 8%; CXXC DNA block: 1%; AT treatment: -6%; TCR activator: 1%; GALK inhibitor: -3%; Tb PFK block: 0%; FBPA coupling cs: 2; Giardia kill: -16

How did O=C(NCCC1=CCCCC1)C1CCN(S(=O)(=O)N2CCOCC2)CC1 do in these assays?
KCNH2 WT inh: 8; TSHR antag: 2; BCR signal inh: -1%; CXXC DNA block: -3%; AT treatment: 0%; TCR activator: -2%; GALK inhibitor: 1%; Tb PFK block: 1%; FBPA coupling cs: 3; Giardia kill: 2

Results for Cc1ccc(S(=O)(=O)N2CCCCC2)cc1NC(=O)COC(=O)c1cc[n+]([O-])cc1 ?
KCNH2 WT inh: 0; TSHR antag: 14; BCR signal inh: 0%; CXXC DNA block: 6%; TCR activator: 0%[46.1 µM]; GALK inhibitor: 1%; Tb PFK block: 1%; FBPA coupling cs: 3; Giardia kill: -16

How did N/C(=N\OC(=O)c1ccccc1[N+](=O)[O-])c1ccccn1 do in these assays?
KCNH2 WT inh: 6; TSHR antag: -1; BCR signal inh: inconclusive; CXXC DNA block: 6%; AT treatment: -1%; TCR activator: -6%; GALK inhibitor: 1%; Tb PFK block: -3%; FBPA coupling cs: -1; Giardia kill: -12

How did Cc1ccc(NC(=O)c2cc(S(=O)(=O)c3ccccc3)ccc2Cl)cc1 do in these assays?
KCNH2 WT inh: -9; TSHR antag: -15; BCR signal inh: -1%; CXXC DNA block: 20%; AT treatment: 4%; TCR activator: -2%; GALK inhibitor: -2%; Tb PFK block: 2%; FBPA coupling cs: -2; Giardia kill: -13

How did Oc1cccc(C2c3[nH]c4ccccc4c3CCN2Cc2cnn(-c3ccccc3)c2)c1 (stereo not drawn) do in these assays?
KCNH2 WT inh: -5; TSHR antag: 0; BCR signal inh: inconclusive; CXXC DNA block: 24%; AT treatment: -1%; TCR activator: 4%; GALK inhibitor: -2%; Tb PFK block: 2%; FBPA coupling cs: -1; Giardia kill: -9

How did CC(C)c1ccc(-c2nc3ccccc3s2)cc1 do in these assays?
KCNH2 WT inh: -4; TSHR antag: -2; BCR signal inh: -5%; CXXC DNA block: 12%; AT treatment: 24%; TCR activator: 1%; GALK inhibitor: 16%; Tb PFK block: -4%; FBPA coupling cs: -6; Giardia kill: inconclusive

What do the screens show for `Cc1cc(C)cc(N2CCCC2=O)c1`?
KCNH2 WT inh: 9; TSHR antag: -12; BCR signal inh: 2%; CXXC DNA block: 2%; TCR activator: -12%[46.1 µM]; GALK inhibitor: 2%; Tb PFK block: 3%; FBPA coupling cs: -6; Giardia kill: -2

How did COc1ccc(S(=O)(=O)NCC2CCCN(Cc3cccc(C(C)=O)c3)C2)cc1 (stereo not drawn) do in these assays?
KCNH2 WT inh: 18; TSHR antag: 2; BCR signal inh: -8%; CXXC DNA block: 20%; AT treatment: 1%; TCR activator: -1%; GALK inhibitor: 10%; Tb PFK block: 0%; FBPA coupling cs: -2; Giardia kill: -14

What do the screens show for `O=C(O)c1ccc(-n2c(-c3cc(C4CC4)[nH]n3)n[nH]c2=S)cc1`?
KCNH2 WT inh: -3; TSHR antag: 2; BCR signal inh: -17%; CXXC DNA block: -6%; AT treatment: -8%; TCR activator: 8%; GALK inhibitor: 7%; Tb PFK block: 2%; FBPA coupling cs: 2; Giardia kill: -6

Results for Cc1cc(OCC(=O)Nc2ccc3oc(=O)ccc3c2)ccc1Cl ?
KCNH2 WT inh: -15; TSHR antag: -3; BCR signal inh: inconclusive; CXXC DNA block: 1%; AT treatment: 10%; TCR activator: 1%; GALK inhibitor: 5%; Tb PFK block: -1%; FBPA coupling cs: -3; Giardia kill: 13

What do the screens show for `COc1ccc(NS(=O)(=O)c2cc(NC(=O)c3cc(=O)c4ccccc4o3)ccc2OC)cc1`?
KCNH2 WT inh: 12; TSHR antag: -23; BCR signal inh: 18%; CXXC DNA block: 8%; AT treatment: 2%; TCR activator: -3%; GALK inhibitor: -1%; Tb PFK block: -1%; FBPA coupling cs: 2; Giardia kill: -6

How did CCCc1nc2n[nH]c(N)c2c2c1COC(C)(C)C2 do in these assays?
KCNH2 WT inh: -8; TSHR antag: -1; BCR signal inh: 1%; CXXC DNA block: 2%; AT treatment: 7%; TCR activator: 13%; GALK inhibitor: 4%; Tb PFK block: 1%; FBPA coupling cs: 3; Giardia kill: -5

Results for CC1Cc2ccccc2N1C(=O)CN1CCCCC1 (stereo not drawn) ?
KCNH2 WT inh: 1; TSHR antag: -1; BCR signal inh: 0%; CXXC DNA block: -4%; AT treatment: -11%; TCR activator: -4%; Tb PFK block: 2%; FBPA coupling cs: 0; Giardia kill: -8

How did COc1cc(C(=O)NNC(=O)C2CC=CCC2C(=O)O)cc(OC)c1OC (stereo not drawn) do in these assays?
KCNH2 WT inh: 11; TSHR antag: 5; BCR signal inh: inconclusive; CXXC DNA block: -1%; AT treatment: 4%; TCR activator: -2%[46.1 µM]; GALK inhibitor: 2%; Tb PFK block: -3%; FBPA coupling cs: 3; Giardia kill: -1

Results for COc1ccc(CN(C)C(=O)CNC(=O)c2ccc(C)cc2)cc1 ?
KCNH2 WT inh: -7; TSHR antag: 17; BCR signal inh: inconclusive; CXXC DNA block: 4%; AT treatment: 19%; TCR activator: 4%; GALK inhibitor: 0%; Tb PFK block: 9%; FBPA coupling cs: 1; Giardia kill: 1

What do the screens show for `Cc1ccc(C(=O)N2CCN(c3cccc(C)c3C)CC2)cc1S(=O)(=O)N1CCOCC1`?
KCNH2 WT inh: -5; TSHR antag: -1; BCR signal inh: 2%; AT treatment: 2%; TCR activator: 3%; Tb PFK block: -4%; Giardia kill: -1

Results for CC1CCN(c2c([N+](=O)[O-])c(=O)n(-c3ccccc3)c3ccccc23)CC1 ?
KCNH2 WT inh: -5; TSHR antag: 11; BCR signal inh: inconclusive; CXXC DNA block: -8%; AT treatment: -7%; TCR activator: -7%; GALK inhibitor: 4%; Tb PFK block: 2%; FBPA coupling cs: 2; Giardia kill: -4

How did Cc1ccc(NC(=O)Cc2ncon2)cc1Cl do in these assays?
KCNH2 WT inh: 1; TSHR antag: -7; BCR signal inh: -18%; CXXC DNA block: -18%; AT treatment: -10%; TCR activator: -10%; GALK inhibitor: -3%; Tb PFK block: 1%; FBPA coupling cs: -1; Giardia kill: -17

What do the screens show for `CN(C(=O)c1ccc(NC(=O)Cc2cccc(NC(=O)C3CCN(C(=O)CCc4ccccc4)CC3)c2)cc1)C1CCCC1`?
TSHR antag: 8; BCR signal inh: inconclusive; AT treatment: 0%; TCR activator: 10%; Tb PFK block: 9%; Giardia kill: inconclusive
